Bioassay records (PubChem)
SMARCA2 act: increases SMARCA2 function in MMTV reporter cells; AID 652017; hit rate 1% among 370,000; activation, % at 9.1 µM; MG213 cells, MMTV-luciferase reporter, dexamethasone, overnight; in the data active = activation above about 7.8%;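 note: 0% = vehicle wells and 100% = reference activator wells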
DAX1 inh-1: DAX1 (NR0B1) inhibition, primary screen; AID 652010; inhibition, % at 6.8 µM; hit rate 1.1% among 370,000; HEK293T StAR-luciferase reporter, SF-1/DAX-1 repression relief;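 active = inhibition above the mean over all tested compounds plus 3 SD, cut at about 3.6% in these data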;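 note: 0% = DAX-1 cells with DMSO and 100% = cells lacking DAX-1 with DMSO; higher inhibition means more luminescence from relief of DAX-1 repression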
ADAM17 inh: ADAM17 inhibition, QFRET primary screen. recombinant ADAM17, EDANS/DABCYL FRET peptide cleavage. inhibition, % at 6.95 µM. hit rate 0.83% among 370,000;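 active = inhibition above the mean of compounds lying between control limits plus 3 SD, set per campaign, cut at about 8.5% in these data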;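 note: 0% = DMSO-only wells as the low control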
PLC-gamma1 inh: PLC-gamma1 (human) inhibition, primary screen; hit rate 0.84% among 370,000; P19174; purified PLC-gamma1, fluorogenic substrate, fluorescence; AID 720700; inhibition, % at 12.2 µM; in the data active = inhibition above about 9.5%
ssDAF12 agonist: activators of S. stercoralis DAF-12 nuclear receptor. hit rate 1% among 370,000. activation, % at 6.8 µM. HEK293 ssDAF-12/GRIP1 lit1-tk-luc reporter, luminescence; % of 3 µM dafachronic acid response;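 active = activation above the mean over all tested compounds plus 3 SD, cut at about 0.9% in these data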;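 note: 0% = DMSO-only wells and 100% = 3 µM delta7-dafachronic acid wells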
PLCb3 inh: blocks human PLC-beta3 enzyme activity | hit rate 0.18% among 370,000 | Q01970 | inhibition, % at 12.2 µM | Purified PLC-beta3, fluorogenic substrate, fluorescence; in the data active = inhibition above about 11%;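 note: 0% = median of compound wells on plate and 100% = full blocker control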
Rev-erbA mod: modulates human Rev-erb alpha binding to DNA; P20393; Rev-erbα–FITC-DNA binding, fluorescence polarization, 90 min; activity, % at 10 µM; hit rate 0.79% among 370,000; AID 1259318;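 active = activity above about 14%, limit read from the data; passing the limit was not always enough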;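 note: 0% = DMSO wells with 35 nM protein and 100% = DMSO wells with 750 nM protein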
Target sequence (P20393 whole entry, looked up): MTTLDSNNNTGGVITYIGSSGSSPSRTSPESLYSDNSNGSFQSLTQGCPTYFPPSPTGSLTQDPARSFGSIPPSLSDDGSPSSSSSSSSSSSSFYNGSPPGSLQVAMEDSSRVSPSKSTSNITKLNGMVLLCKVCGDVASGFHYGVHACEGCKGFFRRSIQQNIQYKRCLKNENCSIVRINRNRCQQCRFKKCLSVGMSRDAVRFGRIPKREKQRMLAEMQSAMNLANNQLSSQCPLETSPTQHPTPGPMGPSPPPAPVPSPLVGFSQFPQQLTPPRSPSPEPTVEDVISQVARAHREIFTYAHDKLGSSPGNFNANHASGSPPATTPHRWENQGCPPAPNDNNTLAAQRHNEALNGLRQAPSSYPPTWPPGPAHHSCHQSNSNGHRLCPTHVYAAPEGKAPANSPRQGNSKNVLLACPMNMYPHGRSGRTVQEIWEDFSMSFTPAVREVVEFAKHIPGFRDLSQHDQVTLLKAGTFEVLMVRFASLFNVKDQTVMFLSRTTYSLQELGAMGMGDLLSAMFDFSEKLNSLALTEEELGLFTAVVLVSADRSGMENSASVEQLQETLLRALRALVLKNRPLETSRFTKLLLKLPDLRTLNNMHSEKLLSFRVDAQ
DAX1 inh-2: inhibits human nuclear receptor DAX1; P51843; inhibition, % at 6.75 µM; HEK293 Gal4-DAX1 luciferase reporter, luminescence; hit rate 0.99% among 340,000; AID 504766;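 active = inhibition above the mean over all tested compounds plus 3 SD, cut at about 4.2% in these data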;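 note: 0% = DAX1-transfected cells with DMSO and 100% = empty-vector control cells with DMSO; inhibition shows as a rise in luminescence from relieved DAX1 repression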
hcDAF-12 act: H. contortus DAF-12 activation, primary screen | HEK293 hcDAF-12 lit1-tk-luc reporter, luminescence; 0% DMSO, 100% Δ7-dafachronic acid | activation, % at 6.8 µM | hit rate 1.4% among 370,000 | AID 652067;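 active = activation above the mean of all tested compounds plus 3 SD, cut at about 5.5% in these data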;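 note: 100% = response to 3 µM Δ7-dafachronic acid high control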
hgDAF12 agonist: activates the H. glycines DAF-12 receptor ligand-binding domain | HEK293 GAL4-hgDAF12 UAS-luciferase reporter, agonist luminescence; normalized to butyrate control | activation, % at 6.8 µM | hit rate 1.8% among 370,000 | AID 687014;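 active = activation above a cutoff set at the mean of all screened compounds plus 3 SD, cut at about 10% in these data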;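 note: 0% = DMSO wells and 100% = sodium butyrate wells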
MBD2 DNA inh: inhibitors of human MBD2 binding to methylated oligonucleotide; TR-FRET; inhibition, % at 4.4 µM; AID 686964; hit rate 0.31% among 370,000; in the data active = inhibition above about 13%
Target sequence (Q9UBB5 whole entry, looked up): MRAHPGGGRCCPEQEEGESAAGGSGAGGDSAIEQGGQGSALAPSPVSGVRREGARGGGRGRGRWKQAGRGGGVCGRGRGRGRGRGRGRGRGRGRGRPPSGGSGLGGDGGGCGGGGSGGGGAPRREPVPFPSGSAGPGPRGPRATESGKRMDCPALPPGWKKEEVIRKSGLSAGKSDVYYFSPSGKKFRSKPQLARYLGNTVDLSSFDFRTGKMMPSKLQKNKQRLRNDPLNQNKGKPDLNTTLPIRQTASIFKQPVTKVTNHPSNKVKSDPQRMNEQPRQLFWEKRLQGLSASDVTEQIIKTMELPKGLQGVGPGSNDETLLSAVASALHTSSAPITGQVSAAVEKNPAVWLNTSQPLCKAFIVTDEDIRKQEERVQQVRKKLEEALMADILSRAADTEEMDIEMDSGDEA
Active calls of the source: *; . = not tested or not shown.

A first look (2 entries):
SMILES	SMARCA2 act	DAX1 inh-1	ADAM17 inh	PLC-gamma1 inh	ssDAF12 agonist	PLCb3 inh	Rev-erbA mod	DAX1 inh-2	hcDAF-12 act	hgDAF12 agonist	MBD2 DNA inh
Nc1nc2n(n1)C(c1ccco1)CC(c1ccccc1)N2 (centres undefined)	0	0.1	-7	-1	-1.7	-5	5	-1.5	-1.3	-1.2	-1
COc1ccc(-c2nonc2NC(=O)c2ccco2)cc1OC	-1	-0.1	-4	-1	-0.5	-11	-7	0.2	-2.0	-0.8	4

The listing, repeating the preview:
SMILES	SMARCA2 act	DAX1 inh-1	ADAM17 inh	PLC-gamma1 inh	ssDAF12 agonist	PLCb3 inh	Rev-erbA mod	DAX1 inh-2	hcDAF-12 act	hgDAF12 agonist	MBD2 DNA inh
Nc1nc2n(n1)C(c1ccco1)CC(c1ccccc1)N2 (centres undefined)	0	0.1	-7	-1	-1.7	-5	5	-1.5	-1.3	-1.2	-1
COc1ccc(-c2nonc2NC(=O)c2ccco2)cc1OC	-1	-0.1	-4	-1	-0.5	-11	-7	0.2	-2.0	-0.8	4
COc1cccc(C(C)NC(=O)c2ccncc2)c1 (centres undefined)	0	-0.6	-2	0	-1.5	-4	4	0.1	-0.8	0.2	-2
CCOc1ccc2[nH]c(C)c(CN3CCN(CC)CC3)c(=O)c2c1	-1	0.3	-12	-2	-1.5	-2	-2	1.5	0.2	1.0	1
COc1ccccc1N1C(=O)c2ccc(C(=O)Nc3ccccc3O)cc2C1=O	-3	-0.5	-4	-90	-0.7	-3	3	-1.4	-1.3	-1.2	5
O=C(COc1ccc2cc(Br)ccc2c1Br)N1CCOCC1	-2	1.0	1	-3	-1.3	-5	-2	0.5	-1.9	0.6	0
CCOCCCNc1ncc2c(n1)CC(c1ccc(C)cc1)CC2=O (centres undefined)	0	0.8	-3	0	-0.6	0	-1	-0.5	-0.8	1.4	3
CC1CN(c2c3c(nc4ncnn24)CCCC3)CC(C)O1 (centres undefined)	-9	0.3	-3	-1	-0.8	0	-1	-1.4	-1.2	-1.4	3
Cc1ccc(NC(=O)CSc2nnnn2C)cc1S(=O)(=O)N(C)C	0	0.3	-3	1	-0.4	0	1	0.1	-1.2	3.9	10
C(=N\Nc1nc2ccccc2[nH]1)/c1ccccc1	-7	1.0	-4	-10	-2.0	-22	-2	1.3	-4.1	-1.6	0
CSc1nc2ccccc2n1Cc1cccc([N+](=O)[O-])c1	2	0.2	-1	3	-1.4	3	-3	-0.4	-1.7	1.1	16*
COc1ccc(S(=O)(=O)Nc2ccc3c(c2)n(C)c(=O)n3C)cc1	1	-0.4	-4	-2	-1.0	-2	1	-0.2	-1.6	-0.4	1
CCC(c1nnc(SCC(=O)Nc2cc(Cl)ccc2C#N)n1C1CCCCC1)N(C)C (centres undefined)	5	-0.3	0	1	0.2	2	0	-0.7	4.0	-4.0	0
C[C@@H](Nc1nc(-c2ccccc2)nc2c1oc1ccccc12)C(=O)O	-3	-0.4	-4	1	-0.2	-7	3	-0.7	1.8	2.0	6
COC(=O)c1sccc1NC(=O)COc1ccccc1Cl	5	0.3	4	2	-0.2	-3	-4	0.4	3.3	4.9	-2
CCCc1cc(-c2[nH]ncc2-c2ccc(C(=O)OCC)o2)c(O)cc1O	-4	-0.3	-12	-77	-1.3	-103	3	-1.6	-3.2	-0.6	-7
CCOC(=O)c1[nH]c(C)c(C(=O)Nc2ccc(C)c(Cl)c2)c1C	1	0.3	0	2	-1.6	4	-1	0.4	-1.5	1.7	1
COc1cc(OC)c(OC)cc1/C=C/c1cc(C(=O)O)c2ccccc2n1	3	0.7	-4	-35	-1.1	-53	3	0.8	0.5	-3.3	-4
Cc1noc(C)c1C(=O)NCCC1=CCCCC1	0	-0.2	-4	1	-0.9	5	-3	0.6	0.3	2.7	0
O=C(c1ccco1)N1CCc2[nH]nc(-c3ccccc3)c2C1	-1	-0.1	-2	2	-0.9	-3	-1	0.0	-2.7	-2.1	1
COc1cc(F)ccc1-c1cc(C(=O)NCC2CCCCC2)[nH]n1	-1	1.6	2	1	-1.5	-2	4	.	-2.9	2.9	1
COc1ccc(CCNC(=O)C(C)n2nc(C)c3c(C)n(-c4ccc(C)cc4)nc3c2=O)c(OC)c1 (centres undefined)	-2	-1.5	-2	4	-2.1	-5	8	-2.3	-5.9	-8.9	6
COc1ccc2[nH]c(=O)c(CN(C)C(=O)COc3ccccc3)cc2c1	1	-0.3	-14	-5	-1.0	-10	7	1.4	0.7	1.2	-6
Cc1onc(-c2c(Cl)cccc2Cl)c1C(=O)NCc1ccc(S(N)(=O)=O)cc1	1	0.0	-3	5	-0.6	-2	-2	1.0	-0.4	1.5	3
O=C(O)C1CSC2(c3ccc(F)cc3)CCC(=O)N12 (centres undefined)	6	-0.4	-3	2	-1.4	-2	-5	-1.2	1.7	-2.0	0
CCOC(=O)c1c(NC(=O)CSc2nnnn2CC)sc(C)c1C	-2	-0.4	-1	-1	-1.4	2	0	-1.0	-0.1	-1.0	2
O=C(NC(=S)N1CCN(c2nc(-c3ccccc3)cs2)CC1)c1cncc(Br)c1	9.8*	-1.1	-4	-5	-1.6	-12	2	0.7	0.0	-0.5	3
Cc1ccc2c(c1)N(CCC(=O)NCc1ccc3c(c1)OCO3)C(=O)CO2	-3	0.8	1	4	-2.0	3	9	3.0	-1.3	-0.7	-2
COc1ccccc1-c1nc2cc3ccccc3cc2nc1-c1ccccc1	-1	0.5	-1	-213	-0.2	-247	1	2.6	4.9	3.9	-4
Cc1ccc(NC(=O)c2ccc(OCC3CCCO3)cc2)nc1 (centres undefined)	2	8.3*	1	-1	0.0	-5	0	0.3	3.5	12*	1
CCOC(=O)/C(=N\Nc1ccc(Br)cc1)N1CCN(c2ccccc2OC)CC1	-3	1.0	-3	5	-1.3	0	3	-0.5	1.2	-2.6	-3
COc1ccccc1NC(=O)CN(Cc1ccco1)C(=O)c1ccc(N2CCCC2=O)cc1	-1	-0.5	-4	1	-1.1	-6	-1	-0.2	-1.4	1.5	-3
CCN(C[C@H]1N[C@@](C)(C(=O)OC)[C@H]2C(=O)N(Cc3ccccc3)C(=O)[C@@H]12)S(=O)(=O)c1ccc(F)cc1	-2	1.6	4	1	-0.7	3	-5	0.3	-2.5	-1.1	-3
CCC(CC)C(=O)OCC(=O)Nc1cccc(S(=O)(=O)N(C)c2ccccc2)c1	-1	-0.2	8	7	-1.4	6	-2	.	-2.4	1.9	4
Cc1nc(NCCNC(=O)c2ccco2)c2c(C)c(C)sc2n1	2	-1.0	-9	-2	-1.3	-3	-7	-1.4	-3.0	-3.4	-5
Cc1cccc(NC(=S)NC2CC3CCCC(C2)N3Cc2cccs2)c1 (centres undefined)	0	-0.2	2	2	-0.3	3	-2	-1.0	-2.8	0.4	2
COc1ccc(NC(=O)CNc2ccc(OC)c(S(=O)(=O)N3CCOCC3)c2)cc1	0	0.8	3	-2	-1.5	-6	-9	1.7	0.5	1.2	-2
COc1ccccc1-n1c(N)cc(=O)nc1SCC(=O)Nc1cc(C)on1	-2	-0.1	2	1	-2.2	-1	2	-0.9	-2.0	-1.9	0
O=C(/C=C\c1ccccc1[N+](=O)[O-])Nc1ccccc1	2	0.8	-3	4	0.0	-5	-6	2.9	4.0	11*	3
Nc1ccn([C@@H]2O[C@H](CNCc3ccc(-c4cc(C(F)(F)F)ccc4Cl)o3)[C@@H](O)[C@H]2O)c(=O)n1	-3	-0.7	-2	-5	-1.5	-8	3	0.6	-0.2	-0.6	6
CC1C(=O)N(Cc2cn(CCC3OCCO3)nn2)CCS(=O)(=O)N1Cc1ccc(-c2cccc(CO)c2)cc1 (centres undefined)	4	0.1	-1	-2	-1.5	1	0	1.0	-0.2	1.2	-6
O=C(Nc1ccc(N2CCOCC2)cc1)C1CC(=O)N(c2ccc(Cl)cc2)C1 (centres undefined)	-5	-0.6	-4	-3	0.2	-3	-1	0.3	-0.7	1.0	-7
CC(=O)c1ccc(OCC(O)CN2CCC(C)CC2)cc1 (centres undefined)	-1	0.1	-3	1	-0.8	-1	-4	-1.6	-1.5	5.5	3
COc1ccc(Cl)cc1C(=O)Nc1cccnc1Cl	4	-0.5	-2	5	-0.1	4	0	0.9	-1.1	0.4	-4
CCc1ccc(N2CC(C(=O)OCC(=O)NC3CCS(=O)(=O)C3)CC2=O)cc1 (centres undefined)	-2	-0.5	0	-1	-1.1	-1	-9	-0.5	-1.8	-0.6	-1
CCN(CC(=O)NCCc1ccc(S(N)(=O)=O)cc1)Cc1ccccc1	-2	-1.8	-2	0	-1.0	-7	7	0.5	0.9	-1.8	-2
COc1ccc(NC(=O)N2CCCC(C(=O)NCc3ccccc3F)C2)cc1 (centres undefined)	-6	0.3	3	4	-1.1	1	0	-1.2	-0.5	2.6	-2
CCOC(=O)c1cccc(NC(=O)CSc2nnc(C3CCCCC3)n2C)c1	-2	-0.8	-1	4	-1.0	-1	1	3.7	-0.7	1.2	2
CC1CCCC(NC(=O)COC(=O)c2cccs2)C1C (centres undefined)	6	2.0	-1	0	-0.8	-3	0	1.0	-0.5	0.4	2
Cc1ccc(NC2CCCN(C(=O)CCN3CCOCC3)C2)cc1C (centres undefined)	7	-0.2	0	-1	-0.5	-2	-2	0.7	-1.6	-2.5	-1
CCOC(=O)C1=C(C)NC(=O)NC1c1ccc(OC(=O)c2ccco2)cc1 (centres undefined)	1	0.0	-5	2	-0.8	-2	2	0.3	-2.4	2.0	-2
O=C(Nc1cccc(F)c1)Nc1ccnn1C1CCN(C(=O)CCN2CCCO2)CC1	-1	2.3	-1	-1	-0.6	-5	4	-0.9	-0.1	-1.1	-6
Cc1ccc(OCc2ccc(Br)cc2)c([N+](=O)[O-])n1	7	4.0*	1	-2	0.6	-1	-3	.	4.0	18*	3
COc1ccc(NS(=O)(=O)c2ccc(NS(=O)(=O)c3cccs3)cc2)c(OC)c1	-1	-0.1	-3	-2	-0.3	-3	-1	0.8	-0.9	2.8	-1
CCNc1nc2c(c(=O)[nH]c(=O)n2C)n1Cc1ccc(F)cc1	-1	-1.4	-3	1	-0.4	2	-1	0.4	-0.4	-4.6	-1
Fc1ccc(COc2ccc(C(=S)N3CCCC3)cc2)cc1	3	1.6	3	0	-0.5	-8	1	4.3*	0.7	6.0	2
CCOc1ccc(C(=O)N(CC)CC(=O)Nc2ccc3c(c2)OCCO3)cc1OCC	-2	-0.7	-2	-3	-1.2	-2	-3	0.6	0.0	-1.8	1
CCC1CCCCN1C(=S)NC(=O)c1ccco1 (centres undefined)	-3	0.2	-4	-3	-0.9	-7	-4	0.5	-1.8	0.5	-3
O=C(CN1CCNCC1)Nc1ccc(Oc2ccccc2)cc1	0	0.2	-5	0	-0.6	-3	-2	1.3	2.4	2.1	1
C/C(=N\NC(=O)c1cc(C)nc2ccccc12)c1ccccn1	2	-3.3	0	2	-1.1	-2	-5	-1.1	-2.2	-1.0	4
COc1ccccc1N1CCN(C(=O)CSc2ccccc2)CC1	3	0.7	-3	-4	-1.1	-1	-1	-0.2	1.4	2.4	4
